# Bioassay records from PubChem.
# Eya2 phos inh – qHTS Assay for Inhibitors of the Phosphatase Activity of Eya2; Potency, µM (top dose mostly 76.9 µM), inactives show top-dose activity, negative = inhibition, actives largely listed as inhibitors; 0.006% of 330,000 active; Protein phosphatase EYA2 (Homo sapiens), O00167; recombinant Eya2, OMFP fluorescence dephosphorylation (OMFP is methylfluorescein phosphate); further: potency means the concentration at half of the fitted maximal effect; on the % scale 0 is the no-effect control and ±100 the full control effect
# Target sequence (O00167 whole entry, looked up): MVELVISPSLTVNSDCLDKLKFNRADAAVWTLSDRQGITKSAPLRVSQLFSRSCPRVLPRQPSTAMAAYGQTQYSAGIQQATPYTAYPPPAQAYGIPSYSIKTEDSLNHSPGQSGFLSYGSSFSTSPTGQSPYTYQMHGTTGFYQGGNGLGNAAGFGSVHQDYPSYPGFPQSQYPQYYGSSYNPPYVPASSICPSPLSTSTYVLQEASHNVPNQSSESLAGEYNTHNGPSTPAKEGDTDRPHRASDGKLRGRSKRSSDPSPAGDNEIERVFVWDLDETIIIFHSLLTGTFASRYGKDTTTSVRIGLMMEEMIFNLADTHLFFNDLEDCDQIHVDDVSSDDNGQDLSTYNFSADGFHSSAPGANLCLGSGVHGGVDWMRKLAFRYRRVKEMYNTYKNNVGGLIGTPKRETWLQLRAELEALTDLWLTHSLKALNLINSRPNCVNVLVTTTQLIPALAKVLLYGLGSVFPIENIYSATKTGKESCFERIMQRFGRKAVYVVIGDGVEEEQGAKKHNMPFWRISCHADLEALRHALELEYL
#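 Eya2 protein (added as 0.2 uM solution) was preincubated with compound for 10 min at ambient temperature in 50 mM HEPES pH 7.5, 50 mM NaCl, 5 uM MgCl2, 0.05% BSA, 1 mM DTT. OMFP (added at 50 uM) then reacted 10 min; fluorescence read at 485/525 nm.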
# AT treatment – qHTS Assay for Identifying a Potential Treatment of Ataxia-Telangiectasia | Potency, µM (titrated, usually from 57.5 µM), for inactives: at the highest dose activation, usual class: activators | […] A-T fibroblasts, KAP-1 phosphorylation AlphaLISA; neocarzinostatin DNA damage 30 min before lysis | 0.19% of 320,000 active; further: potency means the concentration at half of the fitted maximal effect; % of control where 0% means no effect; nearly all actives have a fitted effect of over 45% in size
#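 ATM-like activity read as KAP-1 phosphorylation via AlphaLISA donor/acceptor antibody pairs after lysis and 6 hr at 25C. Cells were ATM-null patient fibroblasts ([…], hTERT), dosed 60 min, then exposed to the DSB inducer NCS for 30 min.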
# TSG101-PTAP inh – qHTS Assay for Iinhibitors of HIV-1 Budding by Blocking the Interaction of PTAP/TSG101; Tumor susceptibility gene 101 protein (Homo sapiens), Q99816; Fluorescence polarization, FITC-PTAP peptide / Tsg101 binding; Potency, µM (series often up to 115 µM), for the others: at the highest dose activity change, negative = inhibition, actives largely listed as inhibitors; 340,000 tested, under 10 active; AID 493005, 2010; active means well fitted inhibition curve with a large enough effect in the main read-out, with a control signal flat, not every such curve was filed as active; inconclusive means small, poorly fitted or top-dose-only effect, or effect the other way, or a change in a side signal; inactive means no such curve, though single readings can be large or run the other way; further: potency means the concentration at half of the fitted maximal effect; % of control where 0% means no effect
#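 Fluorescence anisotropy tracks displacement of a FITC-tagged PTAP peptide (50 nM) from the Tsg101 binding domain (10 uM), following a 20 min room-temperature incubation at pH 7.5.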
# Mito fusion act – qHTS Assay for Small Molecule Inhibitors of Mitochondrial Division or Activators of Mitochondrial Fusion; S. cerevisiae fusion-defective mutant growth rescue, CellTiterGlo 48 h; Potency, µM (series often up to 46.1 µM), without a hit: top-dose growth rescue (activation), usual class: activators; 0.23% of 320,000 active;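 further: potency means the concentration at half of the fitted maximal effect; % of control where 0% means no effect; nearly all actives have a fitted effect of over 45% in size; temperature-sensitive fusion mutants such as fzo1-1 at 37 °C on non-fermentable ethanol glycerol medium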
#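 Growth-rescue viability read-out: after 48 h at the non-permissive 37C in glycerol/ethanol YPEG, yeast mitochondrial fusion mutants are measured by CellTiterGlo luminescence; compounds (23 nl pinned per well) restoring growth score as division inhibitors or fusion activators.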
# TSHR antagonist – Antagonists of the Thyroid Stimulating Hormone Receptor: HTS campaign; Thyrotropin receptor (Homo sapiens), P16473; activity change, negative = inhibition, % at 11.5 µM; 0.2% of 330,000 active; TSHR-expressing cells, TSH-stimulated cAMP HTRF, 2 h; stronger effect = lower value;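 active means activity change below a set negative limit, meaning inhibition stronger than a set level, cut at about -70% in these data; inconclusive means activity change between two set negative limits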; further: on the % scale 0 is the no-effect control and ±100 the full control effect
#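 Competitive HTRF cAMP read-out (cryptate anti-cAMP antibody, cAMP-d2; 30 min, room temperature) in freshly harvested TSHR cells. Compounds added before TSH at EC80 (4nM final), followed by 2 hours' incubation at 37 deg C.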
# a7 integrin act – qHTS for Activators of Integrin-Mediated Alleviation for Muscular Dystrophy | Potency, µM (series often up to 38.3 µM), for the others: top-dose activation, actives largely listed as activators | AID 624291, 2012 | 0.064% of 350,000 active | alpha7betagal myoblasts, beta-gal FDG fluorescence, 48 h;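 further: potency means the concentration at half of the fitted maximal effect; 100% = response of the positive control SU9516; nearly all actives have a fitted effect of over 60% in size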
#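 alpha7betagal+/- myoblasts (passage 13, 250/well) treated 48 h at 37C with compounds at 1:260 dilution of DMSO stock. Lysed, then beta-galactosidase activity read as FDG fluorescence (ex 480/em 540) after 30 min, with pre-read for autofluorescence.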
# TCR act – Activators of T cell receptors: qHTS campaign; primary human leukocytes, anti-CD3, IL-2 HTRF, 48 h; Potency, µM (top dose mostly 9.22 µM), for the others: at the highest dose activation of IL-2 secretion, most hits filed as activators; 330,000 tested, under 10 active; AID 504894, 2011; further: % of control where 0% means no effect
#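 Readout: HTRF IL-2, Eu-cryptate/d2 antibody pair, 320nm excitation, 665nm emission. Stimulus: a-CD3 beads, no co-stimulation. Cells: primary human leukocytes. Exposure: 48 hr with compound.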
# ELG1 repair inh – qHTS screen for small molecules that inhibit ELG1-dependent DNA repair in human embryonic kidney (HEK293T) cells expressing luciferase-tagged ELG1. Potency, µM (titrated, usually from 46.1 µM), for inactives: top-dose activity change, negative = inhibition, most hits filed as inhibitors. AID 504467, 2011. 2.3% of 330,000 active. HEK293T ELG1-luciferase reporter, luminescence, 16 h; DNA damage induced by 5-fluorouridine; further: potency means the concentration at half of the fitted maximal effect; on the % scale 0 is the no-effect control and ±100 the full control effect; nearly all actives have a fitted effect of over 55% in size
#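 5-Fluorouridine DNA damage + compound/DMSO, 2,000 cells/well, 16 h, 37 °C/5% CO2. ONE-Glo, 30 min RT, luminescence. Readout = decrease in reporter signal.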
# S-ASM inh – Inhibitors of Secretory Acid Sphingomyelinase (S-ASM): qHTS; placental ASM, HMU-PC fluorogenic substrate, 60 min; Potency, µM (series often up to 57.5 µM), for the others: at the highest dose activity change, negative = inhibition, most hits filed as inhibitors; 0.006% of 340,000 active; AID 504937, 2011; further: potency means the concentration at half of the fitted maximal effect
# Target sequence (P17405 47-631 limits assumed): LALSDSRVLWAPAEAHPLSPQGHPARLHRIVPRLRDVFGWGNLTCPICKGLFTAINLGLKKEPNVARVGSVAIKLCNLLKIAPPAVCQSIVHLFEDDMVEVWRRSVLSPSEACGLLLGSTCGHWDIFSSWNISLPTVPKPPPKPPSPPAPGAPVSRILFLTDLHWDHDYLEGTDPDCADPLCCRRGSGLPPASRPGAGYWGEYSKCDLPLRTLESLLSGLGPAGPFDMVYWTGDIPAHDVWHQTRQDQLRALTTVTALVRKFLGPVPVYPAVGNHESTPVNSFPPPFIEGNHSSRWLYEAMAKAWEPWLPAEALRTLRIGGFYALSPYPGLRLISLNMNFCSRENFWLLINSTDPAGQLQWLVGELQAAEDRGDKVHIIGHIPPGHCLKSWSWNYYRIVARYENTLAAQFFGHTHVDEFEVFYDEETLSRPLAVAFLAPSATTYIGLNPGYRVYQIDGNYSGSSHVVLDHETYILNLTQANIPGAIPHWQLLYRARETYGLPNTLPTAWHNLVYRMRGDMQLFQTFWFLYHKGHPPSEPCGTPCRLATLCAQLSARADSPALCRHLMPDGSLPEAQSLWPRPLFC
#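 Steps: dispense placental human ASM, pin compound, wait 10 min at room temperature, add HMU-PC0 substrate at 9 uM final, incubate 60 min at 37 °C, add stop solution raising pH to 10, read fluorescence.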
# BCR signal inh – qHTS Assay to Find Inhibitors of Chronic Active B-Cell Receptor Signaling | ABC-DLBCL IkBa-CBG/CBR reporter, luminescence ratio, 4 h | 0.05% of 340,000 active | Potency, µM (series often up to 46.1 µM), inactives show at the highest dose ratio change, negative = lower green/red ratio, most hits filed as inhibitors; active means well fitted inhibition curve with a large enough effect in the signal ratio, with a control signal flat, not every such curve was filed as active; inconclusive means small, poorly fitted or top-dose-only effect, or effect the other way, or a change in a side signal; the % refers to the signal ratio;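 further: potency means the concentration at half of the fitted maximal effect; plate controls were basal doxycycline-induced cells for no effect and cells given 10 µM MG132 for full effect; MG132 reads +100%, hits lower the ratio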
#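 Doxycycline induced both beetle luciferases in TMD8 lymphoma cells; IKK-driven degradation limits the IkappaBalpha-fused green signal, while red luminescence normalises for cell number and nonspecific effects. Compounds tested up to 46 uM, 4 hrs.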
# Tb PFK block – qHTS Assay to Find Inhibitors of T. brucei phosphofructokinase; T. brucei PFK, ADP-Glo luminescence; 0.17% of 330,000 active; Potency, µM (series often up to 57.5 µM), without a hit: at the top dose activity, negative = inhibition, most hits filed as inhibitors; ATP-dependent 6-phosphofructokinase (Trypanosoma brucei brucei), O15648;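 further: potency means the concentration at half of the fitted maximal effect; 0% = uninhibited 1x PFK enzyme wells and -100% = no-enzyme wells; nearly all actives have a fitted effect of over 60% in size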
#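 Activity is normalized to no-enzyme wells (full inhibition) and 1.25 nM enzyme wells (no inhibition). Reaction: 0.5 mM F6P, 0.1 mM ATP, 45 min RT, ADP-Glo luminescence; concentration-response curves fitted and classed by quality.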
# Active calls of the source: *; ? = inconclusive; . = not tested or not shown; [ ] = another dose, or the depositor's remark. Unless noted, the call rests on the fitted dose curve; in most records, active means well fitted curve in the direction sought with a large enough effect; inconclusive means small, poorly fitted or top-dose-only effect, or another doubt; inactive means no such curve, though single readings can be large; an effect the other way counts as inactive or inconclusive.
entry	structure	Eya2 phos inh	AT treatment	TSG101-PTAP inh	Mito fusion act	TSHR antagonist	a7 integrin act	TCR act	ELG1 repair inh	S-ASM inh	BCR signal inh	Tb PFK block
1	O=C(Nc1ccc2ccccc2n1)c1ccccc1Cl	21%	-8%	-5%	?	-1	12%	0%	?	-1%	?	-13%
2	O=C(CN(C(=O)c1csnn1)c1cccc2c1CCCC2)NC1CCCC1	-3%	-7%	-2%	6%	-2	-18%	-2%	-5%	4%	7%	4%
3	O=C(NC1CCOc2ccccc21)c1ccc(=O)[nH]c1 (centres undefined)	-7%	-2%	0%	1%	8	12%	5%	?	0%	3%	0%
4	CCC(=O)Nc1cccc(C2=NOC3(C2)C[C@H](C(N)=O)N(C(=O)CC#N)C3)c1 (some centres undefined)	3%	6%	-5%	31%	-4	-17%	13%	19%	13%	-6%	2%
5	CCCCSc1nc2[nH]ncc2c(=O)[nH]1	-4%	-8%	-6%	0%	3	1%	3%[46.1 µM]	0%	0%	-3%	4%
6	COc1ccccc1OCC(O)CO (centres undefined)	12%	-2%	1%	-4%	5	.	-9%	-5%	2%	4%	0%
7	Cc1cc(C(=O)N/N=C/c2ccccc2[N+](=O)[O-])c(C)o1	-8%	3%	-2%	2%	11	-9%	3%	?	-1%	?	-6%
8	CCOc1ccc(-c2nn(-c3ccccc3)cc2/C=C(\C#N)S(=O)(=O)c2ccccc2)cc1C	-16%	1%	-1%	-2%	-6	1%	-1%	?	129%[activator]	1%	4%
9	COC(=O)CN(C#N)c1nc(NC(C)C)nc(OC)n1	-2%	3%	-9%	-1%	10	-15%	-1%[46.1 µM]	8%	-2%	-6%	4%
10	C=C(C)C(=O)Nc1nnc(-c2cccs2)s1	-4%	11%	2%	23%	-13	-4%	21%[46.1 µM]	13%	0%	?	-2%
11	Cc1cccc(N/C(=N/S(=O)(=O)c2ccccc2)c2ccccc2)n1	10%	-1%	-5%	-2%	-2	9%	-7%	9%	-1%	14%	-3%
12	Cc1ccc(OCC(=O)N/N=C/c2ccc([N+](=O)[O-])o2)cc1	-3%	9%	-5%	6%	-1	-54%[inhibitor]	-5%	-16%	-2%	?	-4%
13	COc1cc(/C=C2/C(=O)N(c3ccc(C)c(C)c3)N=C2C)cc([N+](=O)[O-])c1O	-10%	-2%	0%	-3%	10	-16%	1%	-13%	6%	13%	2%
14	Cc1cc(Cl)ccc1NC(=O)C1CCN(S(C)(=O)=O)CC1	-8%	-1%	-8%	-4%	5	-21%	7%	-2%	0%	5%	-2%
15	CCOC(=O)c1nnn(CC(=O)Nc2ccccc2OC)c1C(=O)OCC	15%	.	-2%	-3%	-8	2%	7%	0%	2%	3%	-2%
16	CCN1CCN(c2ccc(S(=O)(=O)N3CCCCC3)cc2NC(=O)/C=C/c2cc(OC)ccc2OC)CC1	-3%	5%	0%	-4%	-5	-71%[inhibitor]	-4%	?	118%[activator]	0%	6%
17	CCN(CC)Cc1c(C(=O)N/N=C/c2cccc(OCc3ccc(F)cc3)c2)nnn1-c1nonc1N	-9%	6%	-2%	1%	?	33%	-4%	?	-18%	-16%	1%
18	COc1ccc(S(=O)(=O)Nc2noc3ccccc23)cc1OC	-13%	-7%	2%	-11%	1	11%	-10%	21%	-2%	4%	1%
19	O=C(CN1C(=O)C2CC=CCC2C1=O)NC1CCCCC1 (centres undefined)	0%	2%	-3%	-6%	-1	-7%	-4%	6%	-1%	1%	4%
20	Cc1nn(C)cc1S(=O)(=O)Nc1ccccc1Br	11%	-2%	2%	1%	-7	22%	-8%	9%	-1%	4%	0%

# Exported with two lines to a compound: five of the compounds above
# Second line of a record: Eya2 phos inh | AT treatment | TSG101-PTAP inh | Mito fusion act | TSHR antagonist | a7 integrin act | TCR act | ELG1 repair inh | S-ASM inh | BCR signal inh | Tb PFK block
[8] CCOc1ccc(-c2nn(-c3ccccc3)cc2/C=C(\C#N)S(=O)(=O)c2ccccc2)cc1C
 : -16% | 1% | -1% | -2% | -6 | 1% | -1% | ? | 129%[activator] | 1% | 4%
[9] COC(=O)CN(C#N)c1nc(NC(C)C)nc(OC)n1
 : -2% | 3% | -9% | -1% | 10 | -15% | -1%[46.1 µM] | 8% | -2% | -6% | 4%
[10] C=C(C)C(=O)Nc1nnc(-c2cccs2)s1
 : -4% | 11% | 2% | 23% | -13 | -4% | 21%[46.1 µM] | 13% | 0% | ? | -2%
[11] Cc1cccc(N/C(=N/S(=O)(=O)c2ccccc2)c2ccccc2)n1
 : 10% | -1% | -5% | -2% | -2 | 9% | -7% | 9% | -1% | 14% | -3%
[12] Cc1ccc(OCC(=O)N/N=C/c2ccc([N+](=O)[O-])o2)cc1
 : -3% | 9% | -5% | 6% | -1 | -54%[inhibitor] | -5% | -16% | -2% | ? | -4%

# Next records.
entry	structure	Eya2 phos inh	AT treatment	TSG101-PTAP inh	Mito fusion act	TSHR antagonist	a7 integrin act	TCR act	ELG1 repair inh	S-ASM inh	BCR signal inh	Tb PFK block
21	CCCCN(C(=O)COC(=O)c1nc2nccc(C)n2n1)C1CCS(=O)(=O)C1 (centres undefined)	5%	-4%	-6%	-5%	3	-13%	-1%	?	4%	4%	-3%
22	CCOC(=O)N1CCN(C(=O)C(CC(C)C)NS(=O)(=O)c2ccc(C)cc2)CC1 (centres undefined)	5%	-11%	-15%	0%	-9	24%	-2%	10%	11%	1%	-7%
23	Cc1cccc(NC(=O)NC2(C(=O)NCc3ccco3)CCCCC2)c1	-7%	-4%	1%	2%	4	15%	2%	8%	0%	-1%	0%
24	Cc1ccc(NS(=O)(=O)c2cc(-c3n[nH]c(=O)c4ccccc34)ccc2C)cc1	-7%	-2%	-5%	22%	-15	-41%	.	?	-22%	?	-2%
25	CCOc1ccc(CC(=O)NCC2(N3CCCCC3)CCCCC2)cc1	-9%	1%	-5%	4%	2	-16%	3%	18%	0%	-3%	2%
26	O=C(NCc1ccccc1)c1ccc(NC(=O)c2ccco2)cc1	-6%	-9%	0%	-1%	1	40%	-1%	1%	1%	1%	-23%
27	Cc1cc(OCCn2cncn2)ccc1[N+](=O)[O-]	7%	-7%	-4%	3%	-5	3%	6%	5%	-3%	4%	2%
28	COC(=O)C1=C(C(=O)OC)[C@@H]2Nc3ccccc3[C@@]23C[C@@H](C(=O)OC)N(C(C)=O)C3=N1	-7%	-19%	0%	-24%	-3	25%	0%	24%	-3%	?	-2%
29	Cc1sc2nc(CN3CCOCC3)nc(NS(=O)(=O)c3ccc4c(c3)OCCO4)c2c1C	-13%	9%	-7%	-2%	-4	-6%	-2%	12%	2%	-5%	2%
30	O=S(=O)(Nc1nc2ccccc2s1)c1ccc(Br)s1	12%	2%	-11%	14%	-17	-8%	-4%	-6%	0%	?	16%
31	COc1cc2c(cc1OC)C1O[C@](c3ccsc3)(C2)OC2=C1C(=O)OC1(CCCCC1)C2	10%[15.4 µM]	-4%[11.5 µM]	.	-1%[9.22 µM]	.	.	.	.	.	3%[9.22 µM]	2%[11.5 µM]
32	Cc1ccc(NC(=O)n2ncc3c(C)cccc32)c(C)c1	-8%	10%	1%	-27%	10	9%	4%	?	-3%	?	7%
33	Cc1ccccc1Cn1c(C)cc(C)c(C#N)c1=O	-2%	8%	-5%	9%	-1	-15%	.	-1%	-2%	4%	0%
